Screening data from PubChem.
GLP-1R agonist – qHTS of GLP-1 Receptor Agonists; Glucagon-like peptide 1 receptor (Homo sapiens), P43220; hit rate 0.007% among 380,000; HEK293 GLP-1R CRE-luciferase, luminescence, 4-6 h; cells express a hypersensitive GLP-1R form; Potency, µM (top dose mostly 45.6 µM), inactives show at the top dose activation, actives largely listed as activators; further: potency means the concentration at half of the fitted maximal effect; % of control where 0% means no effect
TDP43 rescue – qHTS of TDP-43 Inhibitors; TDP-43 expressing yeast growth rescue, BacTiter-Glo, 24 h; Potency, µM (highest dose often 46.1 µM), for inactives: at the top dose growth rescue (activation), usual class: activators; hit rate 1.8% among 410,000; further: potency means the concentration at half of the fitted maximal effect; % of control where 0% means no effect; nearly all actives have a fitted effect of over 50% in size
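Yeast cells expressing TDP-43 under galactose induction are exposed to compounds for 24 hr at 30 deg C. BacTiter-Glo luminescence measures growth, so protective compounds score as activators.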
FUS suppressor – qHTS for Suppressors of FUS Proteinopathy: Primary screen using FUS-linked yeast assay. S. cerevisiae FUS-expressing, growth rescue, OD600, 24 h. hit rate 0.24% among 390,000. Potency, µM (titrated, usually from 76.6 µM), for inactives: at the top dose growth rescue (activation), actives largely listed as activators;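 further: potency means the concentration at half of the fitted maximal effect; plate controls were DMSO vehicle for no effect and reference control for full effect; nearly all actives have a fitted effect of over 55% in size; some results filed as inactive show a strong effect at the top dose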
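Restored growth of FUS-toxic S. cerevisiae, read as 600 nm absorbance after 24 h at 30C in galactose medium (starting OD 0.005). Controls CP55940 and DMSO.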
Abeta rescue – qHTS for compounds that reverse cellular toxicity of Amyloid beta (A-beta) peptide in yeast: Primary Screen. yeast expressing A-beta42, growth rescue, OD600, 48 h; response scale: 0% DMSO, 100% iron-clioquinol control. Potency, µM (highest dose often 46.1 µM), for inactives: top-dose growth rescue, usual class: activators. hit rate 0.063% among 410,000; further: potency means the concentration at half of the fitted maximal effect; nearly all actives have a fitted effect of over 55% in size
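Yeast growth medium received pinned compounds, then yeast cells expressing toxic A-beta were added; plates incubated at 30 C for 48 hr. Growth read as absorbance at 600 nm, normalized to DMSO and equimolar FeCl3 plus clioquinol controls.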
GLP-1R inv ag – qHTS of GLP-1 Receptor Inverse Agonists (Inhibition Mode). HEK293 GLP-1R CRE-luciferase, luminescence, 24 h; GLP-1R form is constitutively active. hit rate 1.6% among 410,000. Glucagon-like peptide 1 receptor (Homo sapiens), P43220. Potency, µM (series often up to 38.3 µM), for the others: at the top dose activity change, negative = inhibition, hits mostly inhibitors; further: potency means the concentration at half of the fitted maximal effect; on the % scale 0 is the no-effect control and ±100 the full control effect; nearly all actives have a fitted effect of over 55% in size
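qHTS in 1536-well format: reporter HEK293 cells expressing constitutive GLP-1R activity in DMEM + 10% Nu serum, 24 hr with compounds at 37 deg C, luminescence read after 12 min with detection reagent.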
pAkt inh – HTS Assay for Inhibitors of Akt Phophorylation: Primary Screen; hit rate 0.32% among 360,000; AID 651550, 2012; Neuro2A IGF-stimulated pAkt S473 HTRF, 20 min; stronger effect = lower value; activity change, % for hits at 50 µM; in the data active means activity change below about -80%; inconclusive means mostly about -51% to -80%; further: on the % scale 0 is the no-effect control and ±100 the full control effect
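Neuro2A cells in DMEM with 0.5% FBS, overnight at 37 deg C, given compound at single 50 µM final, then IGF (6 nM final) for 20 min at 37 deg C. Lysed; phospho-Akt Ser473 by HTRF after 24 h, 665/615 ratio.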
PTHR1 ag – qHTS for PTHR1 Agonists: Primary Screen | HEK293 GP2 PTHR1 cells, GloSensor cAMP luminescence, 1 h | hit rate 0.075% among 410,000 | AID 743266, 2014 | Potency, µM (doses to about 115 µM), for the others: at the highest dose activation, usual class: activators; further: potency means the concentration at half of the fitted maximal effect; nearly all actives have a fitted effect of over 55% in size; some results filed as inactive show a strong effect at the top dose; inactives centre near -15; many of its hits are not listed in these tables
Target sequence (Q03431 whole entry, looked up): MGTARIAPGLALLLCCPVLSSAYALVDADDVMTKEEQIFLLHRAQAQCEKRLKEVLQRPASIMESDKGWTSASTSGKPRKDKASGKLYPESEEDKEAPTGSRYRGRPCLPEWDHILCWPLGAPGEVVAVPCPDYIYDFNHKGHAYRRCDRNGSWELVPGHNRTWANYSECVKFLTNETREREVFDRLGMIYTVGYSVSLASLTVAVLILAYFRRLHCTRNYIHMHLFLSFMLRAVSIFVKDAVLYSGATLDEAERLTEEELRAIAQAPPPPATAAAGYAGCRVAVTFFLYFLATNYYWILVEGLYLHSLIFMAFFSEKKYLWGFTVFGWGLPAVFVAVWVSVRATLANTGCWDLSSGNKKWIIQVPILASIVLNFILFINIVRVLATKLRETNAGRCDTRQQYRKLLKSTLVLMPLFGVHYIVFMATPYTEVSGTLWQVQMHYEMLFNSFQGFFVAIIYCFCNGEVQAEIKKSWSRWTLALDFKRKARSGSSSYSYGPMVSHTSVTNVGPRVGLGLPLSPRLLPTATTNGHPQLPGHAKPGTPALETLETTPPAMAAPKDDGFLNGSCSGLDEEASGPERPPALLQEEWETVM
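HEK-293-derived GP2 cells expressing PTHR1 and a GloSensor cAMP reporter, 3,000/well, plated overnight, given luciferin plus IBMX (each 0.5 mM as added) for 1 h at 37 °C, then compound for 1 h at 37 °C. Luminescence was read after 15 min at room temperature.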
aSyn yeast inh – qHTS of alpha-syn Inhibitors | Yeast expressing alpha-synuclein, growth rescue, BacTiter-Glo, 24 h | hit rate 0.14% among 370,000 | Potency, µM (highest dose often 46.1 µM), for the others: top-dose growth rescue (activation), hits mostly activators; further: potency means the concentration at half of the fitted maximal effect; % of control where 0% means no effect; nearly all actives have a fitted effect of over 65% in size
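Readout is rescue of growth in alpha-synuclein-expressing yeast, so inhibitors of toxicity appear as activators. Growth after 24 hr at 30 deg C in galactose medium is quantified by luminescence.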
DRD3 antagonist – qHTS of D3 Dopamine Receptor Antagonist: qHTS. D(3) dopamine receptor (Homo sapiens), P35462. D3R cells, DiscoveRx beta-arrestin luminescence, antagonist mode; stronger effect = lower value. max response, negative = inhibition, %. hit rate 2.5% among 360,000. AID 652054, 2013; in the data active means max response below about -50%; inconclusive means no clear call, values can overlap the other calls; further: on the % scale 0 is the no-effect control and ±100 the full control effect; mostly tested at two doses, the higher about 12 µM
Target sequence (P35462 whole entry, looked up): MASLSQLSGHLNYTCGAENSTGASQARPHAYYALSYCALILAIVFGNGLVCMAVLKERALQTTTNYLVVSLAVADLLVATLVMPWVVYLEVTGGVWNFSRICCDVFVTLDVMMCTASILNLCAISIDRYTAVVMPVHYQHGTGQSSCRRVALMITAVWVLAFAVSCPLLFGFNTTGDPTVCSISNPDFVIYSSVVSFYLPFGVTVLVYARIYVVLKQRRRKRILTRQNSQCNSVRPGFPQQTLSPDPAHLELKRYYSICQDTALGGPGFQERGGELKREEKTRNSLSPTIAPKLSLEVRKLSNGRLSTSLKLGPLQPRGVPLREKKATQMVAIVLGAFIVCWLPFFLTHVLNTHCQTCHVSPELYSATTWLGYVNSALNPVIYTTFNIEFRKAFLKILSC
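Cells plated overnight at 1500 cells/well, then exposed to library compounds with dopamine controls for 90 minutes at 37 degrees C. DiscoveRx reagent added for 30–60 minutes at room temperature; luminescence read, quantitative HTS format.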
An asterisk follows results filed as active; i = inactive; u = inconclusive; x = not tested or not shown; & = joins results of further samples; [ ] = dose if it differs, or a comment. Unless noted, the call rests on the fitted dose curve; in most records, active means well fitted curve in the direction sought with a large enough effect; inconclusive means small, poorly fitted or top-dose-only effect, or another doubt; inactive means no such curve, though single readings can be large; an effect the other way counts as inactive or inconclusive.

SMILES,Abeta rescue,pAkt inh,DRD3 antagonist,PTHR1 ag,GLP-1R inv ag,GLP-1R agonist,TDP43 rescue,FUS suppressor,aSyn yeast inh
O=C(CNS(=O)(=O)c1ccccc1)Nc1ccc2c(c1)OCO2,-12%,i,14,-5%,-9%,5%,-18%,4%,-1%
CN(C)CCCNc1nc2sc3c(c2c(=O)n1CCc1ccccc1)CCCCC3,8%,i,7,i,3.2µM*,6%,3%,34%,-13%
CCOc1cc2[nH]c(=O)n(CCCC(=O)N(C)Cc3ccccc3)c(=O)c2cc1OCC,-8%,i,-13,10%,-17%,8%,0%,31%,-16%
O=C(CSc1nnc(NC(=O)c2ccccc2[N+](=O)[O-])s1)NCC1CCCO1 (stereo unspecified),2%,i,-3,-25%,-4%,0%,-19%,11%,-6%
Cc1cc(OC(=O)c2ccccc2)c([N+](=O)[O-])c(=O)[nH]1,-12%,i,-4,i,21%,-5%,-3%,-7%,6%
O=C(CSc1nnc(-c2ccccc2)o1)NC1CCCCC1,15%,i,2,i,-2%,5%,14%,2%,10%
O=c1oc2cc(Oc3ccc(C(F)(F)F)cc3[N+](=O)[O-])ccc2c2c1CCCC2,-9%,i,-2,i,7%,9%,-8%,0%,-2%
C/C(Cc1ccccc1)=N\NC(=O)CNC(=O)c1ccccc1O,-8%,i,-8,i,-10%,2%,3%,-2%,0%
O=C(C1CCCCC1)N1CCN=C1SCc1cccc([N+](=O)[O-])c1,21%,i,u,-28%,2%[0.307 µM],-26%,18µM*,15%,-14%
O=C(c1cc(-c2ccc(Br)cc2)n[nH]1)N1CCN(C(=O)c2ccccc2Br)CC1,u,i,1,-53%[inhibitor],u,4%,16%,u,16%
CCOc1ccc(-c2nnc(N)o2)cc1,-5%,i,-15,i,39%[activator],-3%,4%,8%,-1%
CCCNC(=O)c1cnn2c(C(F)F)cc(-c3ccccc3)nc12,-21%,x,x,-11%,-6%,0%,13µM*,1%,x

Single records (already shown). Order of values: Abeta rescue	pAkt inh	DRD3 antagonist	PTHR1 ag	GLP-1R inv ag	GLP-1R agonist	TDP43 rescue	FUS suppressor	aSyn yeast inh
C/C(Cc1ccccc1)=N\NC(=O)CNC(=O)c1ccccc1O across the screens: -8%	i	-8	i	-10%	2%	3%	-2%	0%
Cc1cc(OC(=O)c2ccccc2)c([N+](=O)[O-])c(=O)[nH]1 across the screens: -12%	i	-4	i	21%	-5%	-3%	-7%	6%

Continued.
SMILES,Abeta rescue,pAkt inh,DRD3 antagonist,PTHR1 ag,GLP-1R inv ag,GLP-1R agonist,TDP43 rescue,FUS suppressor,aSyn yeast inh
CCN1CCN(CCOc2cccc(Oc3ccccc3)c2)CC1,23%,i,-3,i,u,6%,14%,-27%,6%
CN(C)c1ccc(CNC(=O)c2cnc3sc(N4CCCC4)nn3c2=O)cc1,-10%,x,x,-19%,9%,x,14%,1%,x
COc1ccc(Cl)cc1C(=O)Nc1sc2c(c1C(=O)OC(C)C)CCCC2,1%,x,x,i,-5%,x,23%,2%,x
O=C(c1ccc(C#CC2(O)CCCCC2)cc1)N1CCN(C(c2ccccc2)c2ccccc2)CC1,36%,i,-1,-7%,u,-10%,12%,u,13%
O=C(COC(=O)c1ccccc1NCCO)NNC(=O)c1cccs1,0%,i,0,i,20%,1%,1%,-7%,-5%
O=C1CCN(Cc2ccccc2)S(=O)(=O)c2c(F)cc(F)cc21,6%,i,0,i,-4%,5%,0%,-9%,21%
COc1cc(C(=O)OCC2CC(c3ccccc3)=NO2)cc(OC)c1OC (stereo unspecified),-3%,i,7,i,-1%,19%,-10%,16%,-1%
O=C(Nc1ccc(S(=O)(=O)NCc2ccco2)cc1)C1CCCCC1,-4%,i,-7,-17%,3%,12%,4%,9%,-8%
CCc1c(C)c2cc3c(c(C)c2oc1=O)OCN(CCc1ccccc1F)C3,-21%,x,x,i,-2%,x,-18%,-1%,x
COc1ccc(OCC(O)CN2CCNCC2)cc1 (stereo unspecified),13%,i,-5,i,12%,-2%,13%,17%,3%
CCCN(CCC)CCNC(=O)C1CCN(Cc2nc(-c3ccc(Cl)cc3)oc2C)CC1,1%,i,-25,-4%[57.5 µM],0%,-2%,-4%,29%,-10%
Cc1ccc2ncnc(Oc3ncccc3NC(=O)C(C)(C)C)c2c1,3%,i,4,i,-2%,1%,-13%,9%,1%

Remaining list, next part
SMILES,Abeta rescue,pAkt inh,DRD3 antagonist,PTHR1 ag,GLP-1R inv ag,GLP-1R agonist,TDP43 rescue,FUS suppressor,aSyn yeast inh
COc1ccc(/C=N\NC(=O)c2ccccc2)cc1COc1ccccc1,9%,i,18,-21%,u,-18%,-3%,24%,6%
CC(=O)c1cccc(NC(=O)c2ccccc2N(C)S(=O)(=O)c2ccc(C)cc2)c1,16%,i,11,i,3%,4%,4%,5%,9%
O=C1N[C@H](Cc2ccccc2)COC(=O)[C@H](Cc2ccc(F)cc2)CC/C=C/C[C@@H]1CC(=O)N(CCO)Cc1ccccc1,8%,i,6,i,17%,-6%,0%,u,-2%
O=c1cc(N2CCCCC2)nc2n1CCCS2,-18%,i,17,i,51%[activator],u,-21%,13%,-5%
CCN1/C(=C/c2ccc3cc(C)cc(C)c3[n+]2CC)Sc2cc(C)ccc21,-96%[inhibitor],i,-22,-87%,-33%,-5%,-95%[inhibitor],-6%,-79%[inhibitor]
CC(=O)c1c(C)[nH]c(C(=O)Nc2ccc(N3CCCCCC3)cc2)c1C,8%,i,11,-34%[inhibitor],u,-5%,12%,6%,0%
COc1ccccc1CNC(=O)CCCN1C(=O)NC2(CCCC2)C1=O,1%,i,-14,-4%,15%,11%,-16%,0%,-4%
CN1CCCN(C(=O)CNC(=O)c2ccc(Cl)cc2Cl)CC1,-3%,i,-5,-17%,u,2%,-21%,-3%,-2%
CCCCOc1cccc(C(=O)N(Cc2sccc2C)C2CCS(=O)(=O)C2)c1 (stereo unspecified),5%,x,x,-43%[inhibitor],-7%,x,32%,u,x
COc1ccccc1Nc1cc(C(=O)NC2CCC(C)CC2)c2ccccc2n1 (stereo unspecified),-4%,x,x,-39%[inhibitor],-17%,-1%,u,10%,x
CCN(CC)CCN1C(=O)c2ccccc2NC1c1ccc(F)cc1 (stereo unspecified),7%,i,-27,18%[57.5 µM],0%,5%,-11%,18%,-3%
Cc1csc(NC(=O)CSc2nnnn2C)n1,1%,-117%*,-14,i,14%,1%,-6%,4%,12%

Later entries:
SMILES,Abeta rescue,pAkt inh,DRD3 antagonist,PTHR1 ag,GLP-1R inv ag,GLP-1R agonist,TDP43 rescue,FUS suppressor,aSyn yeast inh
Cn1cnc2c1c(=O)n(Cc1ccc(Cl)cc1Cl)c(=O)n2C,-55%[inhibitor],i,8,i,18%,23%,22µM*,5%,14%
Cc1cccc(CN2C(=O)N(c3ccc(C(C)C)cc3)S(=O)(=O)c3ccccc32)c1,15%,x,x,i,u,0%,22%,-10%,x
Cc1nn(CC(=O)N2CCN(C)CC2)c(=O)c2c1sc1ccccc12,-10%,i,19,-14%,u,-1%,-2%,19%,5%
COc1cccc(OCCNCc2ccccc2)c1,-6%,i,-79*,i,-28%,4%,-9%,12%,-2%
Cc1cc(C)c2c(SC(C)C)nc(N)nc2n1,-7%,i,-23,-64%[inhibitor],3%,-2%,12%,-15%,-7%
CC1C(c2ccccc2)OCCN1C(=S)Nc1ccc(S(=O)(=O)N2CCCCC2)cc1 (stereo unspecified),-77%[inhibitor],i,7,-43%[inhibitor],u,-7%,u,-3%,u
COc1cc(NS(=O)(=O)c2csc(C(N)=O)c2)cc(OC)c1,11%,i,2,-7%,15%,-3%,0%,21%,-9%
O=C1N[C@@H](Cc2ccccc2)COC(=O)[C@H](Cc2ccc(F)cc2)CC/C=C/C[C@H]1CC(=O)N(CCO)Cc1ccccc1,-1%,i,0,-25%,-1%,2%,29%,22µM*,-1%
CCc1ccc(OCC(=O)Nc2cc3oc4ccccc4c3cc2OC)c(Br)c1,-3%,x,x,-23%,9%,x,17%,8%,x
CS(=O)(=O)N1CCc2cc(C(=O)Nc3ccccc3Br)ccc21,-1%,i,-3,-2%,16%,6%,16%,1%,-24%
Cc1ccc(C)c(NC(=O)CSc2nc(=O)n(CCN(C)C)c3c2CCC3)c1,-31%,x,x,-5%,7%,x,-7%,-4%,x
Cn1cc(C(=O)OCC2CCN(CCNS(C)(=O)=O)CC2)c2ccccc21,-11%,i,10,i,-10%,12%,19%,-23%,2%&4%

Next part:
SMILES,Abeta rescue,pAkt inh,DRD3 antagonist,PTHR1 ag,GLP-1R inv ag,GLP-1R agonist,TDP43 rescue,FUS suppressor,aSyn yeast inh
O=C(NCC1CCCO1)C1CCCN1C(=O)Nc1ccc(Cl)c(Cl)c1 (stereo unspecified),0%,i,-8,-6%,-15%,-2%,-3%,-9%,3%
COc1ccc2cc(-c3cc(C(=O)OCC(=O)NC4CCS(=O)(=O)C4)c4ccccc4n3)ccc2c1 (stereo unspecified),4%,i,0,-40%[inhibitor],u,-1%,8%,20%,0%
O=C(Nc1ccc(F)cc1)Nc1ccccc1F,0%,i,12,-47%[inhibitor],u,4%,-14%[0.397 µM],10%,-10%
O=C(CN1C(=O)NC2(CCCC2)C1=O)Nc1cc(Cl)ccc1N1CCCCC1,6%,i,-8,i,u,2%,12%,14%,5%
COc1cc(/C=C/c2ccc3cccc([N+](=O)[O-])c3n2)ccc1OCC#N,-19%,i,8,-4%,48%[activator],26%,1%,u,1%
CCCCNC(=O)n1c(=O)oc2ccc(Cl)cc21,-2%,i,14,-7%,0%,-1%,6%,-1%,2%

Not all compounds are listed. The share of hits here may be higher or lower than overall.
